Ecoli WT expand: E. coli BW25113 growth inhibition, expanded screen; OD600 absorbance; growth inhibition, % at 100 µM; 0.15% of 98,000 active; AID 710;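 active = growth inhibition above about 50% at one test dose, limit read from the data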;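 note: growth measured after 20 h incubation at 37 °C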
hDAT+cocaine: human DAT dopamine uptake with cocaine, either direction | Q01959 | LLC-PK1 hDAT cells, [14C]-dopamine uptake with cocaine IC80; actives deviate in either direction | B-score at 10 µM | 1.3% of 110,000 active;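 active = Z score or B-score, a plate-position-corrected score, falls beyond the plate's 99.7% confidence bounds, in either direction; inactive = both scores lie inside the 99.7% bounds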;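 note: scored against the spread of the other compound wells on the same plate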
Target sequence (Q01959 whole entry, looked up): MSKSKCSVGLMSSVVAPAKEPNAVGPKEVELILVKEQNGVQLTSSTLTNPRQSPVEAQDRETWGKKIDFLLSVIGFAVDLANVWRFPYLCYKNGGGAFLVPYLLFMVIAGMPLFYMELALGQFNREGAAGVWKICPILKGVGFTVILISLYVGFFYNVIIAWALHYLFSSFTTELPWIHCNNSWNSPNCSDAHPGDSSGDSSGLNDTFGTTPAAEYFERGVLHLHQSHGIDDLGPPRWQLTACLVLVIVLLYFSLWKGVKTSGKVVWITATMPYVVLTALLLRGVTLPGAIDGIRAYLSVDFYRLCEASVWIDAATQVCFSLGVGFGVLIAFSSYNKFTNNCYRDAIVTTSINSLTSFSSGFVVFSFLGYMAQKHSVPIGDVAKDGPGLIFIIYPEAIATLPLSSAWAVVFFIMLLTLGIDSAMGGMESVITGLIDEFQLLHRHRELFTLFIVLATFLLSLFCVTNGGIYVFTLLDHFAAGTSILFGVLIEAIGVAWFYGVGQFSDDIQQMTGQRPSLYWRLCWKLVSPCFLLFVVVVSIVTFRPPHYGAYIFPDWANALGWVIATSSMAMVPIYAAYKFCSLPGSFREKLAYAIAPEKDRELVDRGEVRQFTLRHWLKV
sEH inhibitor: inhibitors of human soluble epoxide hydrolase; 0.34% of 91,000 active; inhibition, % at 2 µM; recombinant human sEH enzymatic activity assay; in the data active = inhibition above about 80%; note: values of inactives mirror those of a sister screen read the other way; many of its hits are not listed in these tables
HUVEC tox TNFa: toxic to HUVEC cells under TNF alpha stimulation | HUVEC TNFalpha-stimulated, Hoechst cell count, imaging | cell count reduction, % at 2 µM | 0.17% of 93,000 active;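 active = cell count reduction exceeding the screen mean by over 5 SD, scaled to untreated wells per plate, cut at about 78% in these data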;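 note: cells counted after 24 h of TNF alpha exposure following the 1 h pretreatment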
Plk1 PBD FP: blocks phosphopeptide binding to human Plk1 polo box domain; P53350; Plk1 PBD phosphopeptide binding, fluorescence polarization; inhibition, %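 (tested at about 20 µM)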; 0.13% of 97,000 active; AID 693; in the data active = inhibition above about 34%, passing the limit was not always enough
HUVEC tox IL1B: HUVEC cytotoxicity counter-screen, IL-1B stimulated; HUVEC cell count loss, Hoechst imaging; cell count reduction, % at 2 µM; 0.41% of 94,000 active;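 active = cell count reduction more than 3 SD above the screen-wide mean, cut at about 70% in these data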;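 note: normalized per plate to untreated control cells as the no-loss baseline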
PLK1 inh: blocks human PLK1 kinase activity; recombinant PLK1 kinase, TR-FRET peptide phosphorylation; inhibition, % at 10 µM; AID 619; 0.53% of 97,000 active; P53350;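 active = inhibition of 50% or more in the single-concentration screen; inactive = inhibition below 50%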;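 note: 0% = DMSO max control and 100% = H-89 dihydrochloride min control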
cytoskel mod: alters cytoskeleton assembly in HUVEC cells; inhibition, % at 2 µM; AID 836; HUVEC TNFa F-actin phalloidin imaging, high content; 0.18% of 91,000 active;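 active = inhibition above the batch mean plus 3 SD and confirmed as a hit by visual image inspection, cut at about 30% in these data, passing the limit was not always enough; inconclusive = above the inhibition threshold but rejected on visual inspection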; note: strong numbers were not always called active
VCAM1 TNFa inh: reduces TNF alpha induced VCAM1 expression in HUVEC; HUVEC TNFa-induced VCAM-1 immunofluorescence, high-content imaging; AID 802; 0.48% of 95,000 active; inhibition, % at 2 µM;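 active = inhibition above the batch mean plus 3 SD, with images confirmed as a hit by eye, cut at about 37% in these data; inconclusive = inhibition above that limit but hit not confirmed in images; inactive = inhibition not above that limit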;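 note: 0% = TNF-stimulated DMSO wells and 100% = unstimulated control wells; not every result past the cut was called active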
An asterisk follows results filed as active; ? = inconclusive; / = not tested or not shown.

SMILES	Ecoli WT expand	hDAT+cocaine	sEH inhibitor	HUVEC tox TNFa	Plk1 PBD FP	HUVEC tox IL1B	PLK1 inh	cytoskel mod	VCAM1 TNFa inh
Cc1ccc(-n2nc3c(c2NC(=O)c2ccc4c(c2)OCO4)CS(=O)C3)cc1 (stereo unspecified)	-4	0.51	14	2	8	-8	-5	8	5
CCCC(=O)Nc1ccc(-c2nc3cc(C)ccc3o2)cc1	-1	0.31	-10	-26	-4	-21	-1	3	9
CCOC(=O)c1c(C)n(C)c2cc(Br)c(C)cc12	0	-0.0042	-8	-9	-4	-94	-9	-14	-12
CCc1ccc2c(c1)C1(NN=C(c3ccc(C)cc3)S1)C(=O)N2 (stereo unspecified)	/	-0.96	5	-1	-8	-2	-9	-10	0
O=C(NC(=S)Nc1cc(Cl)ccc1N1CCOCC1)c1ccc(-c2cccc(Cl)c2)o1	-4	/	0	-15	-5	-25	-12	30	5
O=C(O)CCS(=O)(=O)c1cccc2cccnc12	9	-0.38	-5	-3	-8	-44	-2	1	13
Cc1c(C(=O)NCc2cccnc2)oc2ccc(S(=O)(=O)N3CCC4(CC3)OCCO4)cc12	0	1.7	-4	-9	11	-15	-24	1	-9
O=C(NCc1ccc2c(c1)OCO2)c1ccc(S(=O)(=O)N2CCCCC2)cc1	-3	0.04	48	-30	-18	-55	-21	16	18
CC(=O)Nc1nc2c(F)cccc2s1	/	0.16	3	-12	-24	3	-18	2	-1
O=C(CN(C(=O)Cn1nnc(-c2cccs2)n1)c1ccc2c(c1)OCCO2)NCC1CCCO1 (stereo unspecified)	-1	1.7	5	-8	-2	-20	-5	-17	-9
COc1ccc(NC(=O)Nc2ccc(C(=O)N3CCOCC3)cc2)cc1	-1	0.71	47	-22	9	-9	-1	13	10
CCc1ccc(NC(=O)CCc2nc3cccnc3n2Cc2ccc(OC)cc2)cc1	-14	0.18	13	3	12	/	-4	-12	5
Cc1cc(C)nc(N(C#N)CC(=O)N2CCC(C(N)=O)CC2)n1	4	-0.096	-5	-1	5	-6	-5	-19	-7
CCN(CC)C(NC(=O)c1ccccc1)C(=O)c1ccccc1 (stereo unspecified)	4	1.7	-25	21	-18	30	-14	-4	-6
O=C(NCCCN1CCCC1=O)c1cncc(Br)c1	-2	-0.032	8	20	15	4	-4	-38	20
CC(=O)Nc1ccc(S(=O)(=O)NNC(=O)COc2ccc(C(C)(C)C)cc2)cc1	6	1.4	17	-13	-14	-2	-9	4	-9
CCN(CC)S(=O)(=O)c1ccc(NC(=O)C(C)N(c2ccc(OC)cc2)S(C)(=O)=O)cc1 (stereo unspecified)	-4	0.3	5	100*	-24	-77	-12	?	?
CN(C)S(=O)(=O)c1ccc(NC(=O)N2CCN(c3cccc(C(F)(F)F)c3)CC2)cc1	8	0.1	43	-11	-25	-19	-3	-2	-5
CCn1c(=O)n(CC)c2cc(S(=O)(=O)N3CCc4ccccc43)ccc21	-8	1.2	0	/	6	-12	0	12	-62
CN1CCN(CC(=O)Nc2ccc(OCc3ccccc3)cc2)CC1	4	/	-18	-23	-4	-6	-12	10	5
Cc1ccc(-c2noc(C3CCCN(S(=O)(=O)c4ccc5ccccc5c4)C3)n2)o1 (stereo unspecified)	-3	0.73	-2	-24	9	-10	-2	34	1
CCOC(=O)N1CCC(N2CCN(c3cc(C)ccc3C)CC2)CC1	-4	0.21	-4	14	-22	16	-11	-1	5
CCN1CN=C(NS(=O)(=O)c2ccc(C)cc2)NC1	5	-0.85	-9	8	11	0	-6	-8	-9
COC(=O)c1ccc(SC2CCCCC2)c([N+](=O)[O-])c1	0	-0.033	4	-16	5	-12	-6	14	4
COCc1nc2ccccc2n1Cc1ccc(Br)cc1	6	-0.056	-11	-3	-7	-112	-5	8	13
C=CCOC(=O)C1=C(C)NC(SCC(=O)Nc2nccs2)=C(C#N)C1c1ccc(Cl)cc1 (stereo unspecified)	-5	0.029	-10	-11	-11	0	-13	-3	-5
CCSc1nnc(NC(=O)CSc2nc3c(c(=O)n2CC)SC(C)C3)s1 (stereo unspecified)	-4	/	-6	-11	26	-25	-8	/	0
CSCCC(NS(=O)(=O)/C=C/c1ccccc1)C(=O)N1CCC(C)CC1 (stereo unspecified)	7	0.33	14	/	-2	-16	-2	/	/
Cc1c(NC(=S)N/N=C/c2ccc(O)cc2)c(=O)n(-c2ccccc2)n1C	3	-0.3	-10	2	-6	-64	-17	-6	14
COc1cccc(-c2nc(N3CCC(C)CC3)c3ccccc3n2)c1O	-8	0.37	-3	-42	-5	7	5	17	12
COc1ccc(C(=O)Nc2nc3ccc4nc(C)sc4c3s2)cc1	-7	2.6	-2	-25	-9	-3	-20	5	6
N=c1n(Cc2ccccc2)c2ccccc2n1CC(O)COc1ccccc1 (stereo unspecified)	23	2.9	/	2	7	-27	-3	-32	-11
Cc1ccc(N=Nc2c(=O)[nH]n3c(=O)cc(C)[nH]c23)cc1	-13	-0.065	14	-11	-31	6	2	-8	-23
O=C(COC(=O)c1ccco1)NCc1cccs1	8	-0.24	0	16	-11	8	-16	-4	7
CCn1cc(Br)c(C(=O)Nc2cccc(Cl)c2)n1	10	0.6	16	-20	-7	30	-6	5	16
CCOC(=O)c1ccc(N=Cc2nc(-c3ccccc3)oc2OC(C)=O)cc1	3	-0.95	5	-27	8	-1	-27	-10	17
COCCNC(=O)Cn1ncc2ccsc2c1=O	8	-0.024	-2	-15	-6	-18	-5	5	-2
O=C1c2[nH]nc(-c3ccccc3O)c2C(c2ccccc2)N1Cc1ccco1 (stereo unspecified)	6	0.82	8	-19	6	30	-10	20	12
CCOC(=O)c1c(NC(=O)c2nn(CC)cc2Br)sc2c1CCCCC2	-17	-0.51	2	-17	-18	25	-2	-5	8
COc1ccc(S(=O)(=O)N(C)CC(=O)N2CCN(C)CC2)cc1C	-2	-0.61	7	-16	-36	-12	-7	5	10
CCN(CC)c1ncccc1C(=O)NCc1cccs1	-12	-0.41	4	-24	2	-16	-14	-11	-12
Cc1ccnc(SCC(=O)Nc2c(C)n(C)n(-c3ccccc3)c2=O)n1	2	2.5	-2	-12	10	10	-9	6	2
CCC(C)OC(=O)C1=C(C)NC(=O)CC1c1ccccc1OC (stereo unspecified)	8	0.91	-2	-19	9	-10	-7	-10	-15
O=C(NCCCN1CCCC1=O)c1ccc2c(=O)n(Cc3ccco3)c(=S)[nH]c2c1	0	1.6	51	/	13	16	-9	-6	-15
CCCN=C1N/C(=C\c2ccco2)C(=O)N1c1ccccc1	1	2.3	-12	-4	-17	21	-7	-14	2
O=NC1=C(c2c(O)[nH]c3ccccc23)CCCC1	7	-0.039	-2	24	-7	14	7	-36	-53
Cc1ccc2c(CC(=O)OC(C)C(=O)NCc3ccc4c(c3)OCO4)coc2c1 (stereo unspecified)	6	-0.57	/	-33	2	-24	-11	26	7
CC(=O)c1ccc(NC2CC(O)C(O)CO2)cc1 (stereo unspecified)	-9	0.08	26	-4	-8	24	-15	-11	4
CC(=O)Nc1nc(C)nc(-c2ccccc2)c1C(C)=O	-7	-0.1	-16	4	5	-19	-8	1	-1
O=C(CCC1CCCCC1)Nc1ccc(S(=O)(=O)Nc2nccs2)cc1	-2	-0.11	55	-26	-6	-7	-13	14	-5
(cont.)
SMILES	Ecoli WT expand	hDAT+cocaine	sEH inhibitor	HUVEC tox TNFa	Plk1 PBD FP	HUVEC tox IL1B	PLK1 inh	cytoskel mod	VCAM1 TNFa inh
O=C(Cn1nc(Cc2cccnc2)c2ccccc2c1=O)NCCCN1CCCC1=O	3	-0.067	/	38	-11	2	-8	-8	22
Clc1ccc(Cn2nnc(-c3ccccc3)n2)cc1	/	-0.24	-5	2	15	3	-7	6	7
CCCCC(=O)N(c1ccc(C)c(C)c1)C1C=CS(=O)(=O)C1 (stereo unspecified)	14	0.61	/	-9	-2	-18	-9	-33	2
CN(C)/C=C1\N=C(c2ccc(Cl)cc2Cl)OC1=O	5	0.038	9	-2	0	8	-29	-5	18
COCCOc1nc2ccccc2nc1C	3	0.052	4	/	-23	18	-7	/	/
CC(C(=O)O)n1nc2ccccc2n1 (stereo unspecified)	4	0.34	4	-8	6	-20	-15	-5	-3
C/C(CC1CC(COCC(C)C)OC1=O)=N\Nc1nc(-c2ccccc2)cs1 (stereo unspecified)	1	1.7	-8	-3	57	-16	-8	13	0
COc1cc(/C=C/c2cc(OC(C)=O)c3ccccc3n2)c(OC(C)=O)c([N+](=O)[O-])c1	-8	-0.076	6	-10	9	8	8	4	7
Cc1ccc(C)c(C(=O)Nc2c(C(N)=O)oc3ccccc23)c1	-15	0.34	/	/	-34	/	-229	/	/
COCCn1c(SCC(=O)Nc2sc(C)c(C)c2C#N)nnc1-c1ccc(OC)cc1	0	0.87	-1	-17	1	-4	1	6	10

Five neighbouring entries already listed, for reference:
SMILES	Ecoli WT expand	hDAT+cocaine	sEH inhibitor	HUVEC tox TNFa	Plk1 PBD FP	HUVEC tox IL1B	PLK1 inh	cytoskel mod	VCAM1 TNFa inh
CC(C(=O)O)n1nc2ccccc2n1 (stereo unspecified)	4	0.34	4	-8	6	-20	-15	-5	-3
C/C(CC1CC(COCC(C)C)OC1=O)=N\Nc1nc(-c2ccccc2)cs1 (stereo unspecified)	1	1.7	-8	-3	57	-16	-8	13	0
COc1cc(/C=C/c2cc(OC(C)=O)c3ccccc3n2)c(OC(C)=O)c([N+](=O)[O-])c1	-8	-0.076	6	-10	9	8	8	4	7
Cc1ccc(C)c(C(=O)Nc2c(C(N)=O)oc3ccccc23)c1	-15	0.34	/	/	-34	/	-229	/	/
COCCn1c(SCC(=O)Nc2sc(C)c(C)c2C#N)nnc1-c1ccc(OC)cc1	0	0.87	-1	-17	1	-4	1	6	10

More entries follow:
SMILES	Ecoli WT expand	hDAT+cocaine	sEH inhibitor	HUVEC tox TNFa	Plk1 PBD FP	HUVEC tox IL1B	PLK1 inh	cytoskel mod	VCAM1 TNFa inh
CC(=O)CSc1nc2ccccc2s1	6	-1.1	-2	-10	-3	-18	-5	-1	14
O=C(c1ccc(C#CC2(O)CCCCC2)cc1)N1CCN(Cc2ccccc2)CC1	1	1.7	17	3	-20	-26	-2	-2	0
CCCCNCC(=O)Nc1ccc(NC(=O)CNCCCC)cc1	5	-0.23	0	-10	-19	-4	-8	25	-11
CC1(C)CC(=O)C2=C(C1)N(c1ccccc1C#N)C(N)=C(C#N)C2c1cccs1 (stereo unspecified)	-4	0.56	-1	-11	12	-70	-5	1	-10
COc1cc(C2C(C#N)=C(N)OC3=C2C(=O)CCC3)cc(OC)c1OC(=O)N1CCOCC1 (stereo unspecified)	2	0.23	-4	-30	0	-54	-3	1	6
CCSc1nnc(NC(=O)C2Cc3ccccc3CN2C(=O)c2ccco2)s1 (stereo unspecified)	0	0.73	/	-18	14	-31	-11	-3	21
COc1ccc(NC(C)=O)cc1NC(=O)CSc1nnc(-c2ccncc2)n1C	-8	0.053	12	-26	-34	-9	-6	8	16
CN(C)C(=O)c1cc(Br)ccc1Cl	2	-0.088	5	73	-6	33	-45	-8	12
CCCCn1nnnc1NCc1ccc(N2CCCC2)cc1	10	-0.26	11	8	-16	-3	-6	6	-9
S=C(NCc1cccs1)Nc1ccc(Cl)cc1	41	-0.84	-6	/	23	5	-9	7	-28
Cc1cccc(NC(=O)CN(C)S(=O)(=O)c2ccc(Br)cc2)n1	3	-0.11	2	0	-7	-8	-5	/	3
CC(=O)[C@H]1[C@@H]2C(=O)N(c3cccc(Cl)c3)C(=O)[C@@H]2[C@H]2c3ccccc3C=CN21	-8	-0.27	/	-16	-18	-21	0	16	-9
CC1CC(=O)c2cn3c(nc2C1)nc1ccccc13 (stereo unspecified)	0	-0.53	0	-14	-25	4	-4	/	16
CCc1c(C(=O)NC2CCCCC2)[nH]c(C)c1C(C)=O	2	0.032	/	-23	-9	-11	-8	7	-8
CCCCOC(=O)Nc1ccc(OC)cc1S(=O)(=O)N1CCOCC1	0	0.96	-4	-5	-5	-4	-10	-18	-4
c1ccc(OCc2nn3c(-c4ccccn4)nnc3s2)cc1	-4	-9.4*	/	8	18	23	-6	-19	-12
Cc1nnc(OCc2nc3ccccc3n2C)c2ccccc12	-5	0.044	-1	-28	-1	-51	0	12	-16

High-throughput results as filed in PubChem BioAssay.
